MITF primary – inhibitors of human MITF. AlphaScreen MITF homodimerization, bead proximity signal. O75030. hit rate 0.91% among 650,000. inhibition, % at 2.6 µM; in the data active = inhibition above about 50%;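 note: 0% = vehicle wells with protein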
FBW7 act – human FBW7 E3 ligase activation, primary screen; normalized activity (activation), % at 26.1 µM; hit rate 0.13% among 650,000; AlphaScreen FBW7–phospho-cyclin E peptide binding, activator screen; AID 1259310; Q969H0; in the data active = normalized activity above about 1.9%;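 note: purified mutant Fbw7 with reduced substrate affinity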
Target sequence (Q969H0 whole entry, looked up): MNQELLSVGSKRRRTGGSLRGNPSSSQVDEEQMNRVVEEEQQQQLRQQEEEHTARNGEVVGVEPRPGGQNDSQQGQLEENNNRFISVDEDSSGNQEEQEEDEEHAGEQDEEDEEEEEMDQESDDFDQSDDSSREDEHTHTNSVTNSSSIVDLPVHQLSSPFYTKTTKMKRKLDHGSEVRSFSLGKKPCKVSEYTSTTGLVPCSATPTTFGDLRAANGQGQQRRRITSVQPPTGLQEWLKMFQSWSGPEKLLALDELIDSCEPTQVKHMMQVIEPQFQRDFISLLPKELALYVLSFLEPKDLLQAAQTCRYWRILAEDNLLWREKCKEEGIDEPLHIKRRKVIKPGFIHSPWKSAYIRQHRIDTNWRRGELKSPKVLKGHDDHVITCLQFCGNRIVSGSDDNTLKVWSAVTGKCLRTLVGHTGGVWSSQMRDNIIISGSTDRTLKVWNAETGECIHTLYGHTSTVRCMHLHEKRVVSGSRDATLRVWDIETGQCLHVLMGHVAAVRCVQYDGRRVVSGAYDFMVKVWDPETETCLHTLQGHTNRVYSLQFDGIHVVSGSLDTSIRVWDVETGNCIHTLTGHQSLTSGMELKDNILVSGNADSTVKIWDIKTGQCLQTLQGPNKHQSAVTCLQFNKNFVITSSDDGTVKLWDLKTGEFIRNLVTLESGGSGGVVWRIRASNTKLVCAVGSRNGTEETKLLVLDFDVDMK
TEAD-YAP block – TEAD-YAP interaction inhibition. HEK-TIYL cells, TEAD-Gal4/YAP UAS-luciferase luminescence. inhibition, % at 9.12 µM. hit rate 1.4% among 640,000; in the data active = inhibition above about 32%;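 note: 0% = median of test compound wells and 100% = reference inhibitor wells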
GPR151 activ – activators of human GPR151; Q8TDV0; PathHunter beta-arrestin GPR151 cells, luminescence; activation, % at 11.2 µM; hit rate 1% among 650,000; in the data active = activation above about 4.9%;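 note: 0% = median of compound wells and 100% = cells with positive control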
Starred values were filed as active, the others as inactive; nt = not tested or not shown.

SMILES	MITF primary	FBW7 act	TEAD-YAP block	GPR151 activ
COc1ccc(-c2cc(C(F)(F)F)n3nc(C(=O)N(C)CCC#N)cc3n2)cc1	-11	-0.1	5	-1.6
COc1ccc(/C=C2/N=C(c3cccc([N+](=O)[O-])c3C)OC2=O)cc1	8	0.0	15	-0.5
Cc1ccc(C2=NC(c3ccc(Br)cc3)NC(c3cc(Cl)ccc3O)C2)cc1 (stereo not given)	-7	-0.1	-4	4.0
NC(=O)c1cccc(N2CCOCC2)n1	8	0.0	7	0.0
CC(C)c1nnc(NC(=O)C(C)N2C(=O)c3ccccc3C2=O)s1 (stereo not given)	-4	-0.3	-2	-1.0
Cc1ccnc(SCCCn2c(N3CC(C)OC(C)C3)nc3c2c(=O)[nH]c(=O)n3C)n1 (stereo not given)	-7	-0.3	1	-2.0
CCOC(=O)N1CCN(CC(O)COc2ccc3ccccc3c2)CC1 (stereo not given)	-12	0.0	6	0.0
CCCCc1nc(SC2CCCC2)c2c(=O)n(C)c(=O)n(C)c2n1	2	-0.6	8	1.4
CC1(C)SC2C(NC(=O)Cc3ccccc3)C(=O)N2C1C(=O)O (stereo not given)	9	0.1	nt	-0.4
COc1ccc(C2(NC(=O)c3c(C)noc3C)CCCCC2)cc1	12	0.9	9	-1.0
CC1=C(C(=O)OC2CCCCC2)C(c2cc3c(cc2Br)OCO3)C2=C(CC(c3ccccc3)CC2=O)N1 (stereo not given)	-3	0.0	4	-0.1
COC(CNC(=O)Cc1c(C)nc2c(-c3ccccc3)c(C)nn2c1C)OC	1	-0.1	3	2.6
Nc1ccccc1C(=O)N1CCC(c2nnc(-c3ccccc3)o2)CC1	2	0.1	3	-1.1
COc1cccc(/C=C2/N=C(c3ccc([N+](=O)[O-])cc3)OC2=O)c1	-3	0.1	-2	0.3
CCOC(=O)c1c2c(n(C)c1CNC(C)C)C(=O)C(=O)c1ccc(Br)cc1-2	6	-0.2	13	-0.6
O=C(Nc1cccc(F)c1)NC1(C(=O)N2CCC(O)CC2)CCCCC1	1	0.3	-2	-1.8
CC(=O)c1c(C)[nH]c(C)c1C(C)=O	15	0.1	-6	-0.6
CCCOc1ccc(/C=C/C(=O)NCC2CCCO2)cc1 (stereo not given)	13	-0.1	-11	0.2
O=C(NCCC1=CCCCC1)C1CCCN1S(=O)(=O)c1cccc2nsnc12 (stereo not given)	0	0.7	9	-1.0
CCC(=O)NC(Sc1ccc(C)cc1)C(=O)c1ccccc1 (stereo not given)	10	-0.1	6	1.2
COc1ccc(C2=NN(C(=O)CSc3nnc(CNC(=O)c4ccccc4OC)n3C)C(c3ccc(OC)cc3)C2)cc1 (stereo not given)	-6	0.0	5	1.2
CCOC(=O)C1=C(SC)NC(=O)C(C)(C#N)C12CCCCC2 (stereo not given)	3	-0.1	4	-1.8
CCOc1ccccc1NC(=O)c1cc(C(=O)c2cc(OC)ccc2O)coc1=N	1	-0.1	1	-0.6
CCOC(=O)c1nn(-c2ccc(C)cc2)c(=O)c2c(NC(=O)CC(C)(C)C)scc12	0	0.0	-3	-0.2
Cc1ccc(C(=O)NN2C(=O)C3C4C=CC(C5CC45)C3C2=O)cc1 (stereo not given)	10	0.1	-3	0.0
O=C(NCCNc1ccccc1[N+](=O)[O-])c1cc(F)c(F)cc1Cl	-14	-0.1	-36	-0.1
COc1ccc([N+](=O)[O-])cc1CSc1nc2ccc(NC(=O)c3ccccc3OC)cc2s1	25	0.1	-7	-0.7
COc1ccc2c(c1)c(C(=O)CNc1nc(C)cs1)c(C)n2C	9	-0.3	-4	-0.1
COc1ccccc1C(=O)Nc1cccc(N(C)C)c1	4	-0.3	-11	16*
CCCC1N=C(c2ccc(Cl)cc2)CC(c2cccc(OC)c2O)N1 (stereo not given)	7	0.0	-41	-1.4
Fc1cc(-c2ccnc(Nc3ccc(-c4nnn(-c5cccnc5)n4)cc3)n2)cc(N2CCOCC2)c1	1	0.8	-19	0.0
CC(C)(C)C(=O)NC(=S)Nc1ccccc1O	-8	-0.4	-2	0.5
CC1CN(Cc2nc3ccccc3c(=O)[nH]2)CC(C)O1 (stereo not given)	11	0.3	15	1.1
NS(=O)(=O)c1ccc(NC(=S)NC(=O)c2ccccc2Cl)cc1	16	0.7	-2	-0.7
COC(=O)c1ccccc1NC(=O)NNC(=O)c1csc2ccccc12	-22	0.3	5	2.4
COc1cc(C(=O)Nc2ccc(F)cc2)cc(I)c1OC	1	0.0	12	-0.4
CC(C)c1ccc(CN(C(=O)c2cc3ccccc3oc2=O)C2CCS(=O)(=O)C2)cc1 (stereo not given)	4	0.2	-13	5.6*
CCn1c(N2CCC(C(=O)NC3CCCCC3)CC2)nc2ccccc21	2	0.2	0	1.4
O=c1cc(-c2cc(O)c(O)c(O)c2)oc2cc(O)cc(O)c12	15	0.0	2	-0.7
C=C(C)c1nc2ccc(Br)cc2c(=O)o1	9	0.1	3	-0.3

Rewritten as labelled records: part of the list above.
Compound: Fc1cc(-c2ccnc(Nc3ccc(-c4nnn(-c5cccnc5)n4)cc3)n2)cc(N2CCOCC2)c1
  MITF primary: 1; FBW7 act: 0.8; TEAD-YAP block: -19; GPR151 activ: 0.0
Compound: CC(C)(C)C(=O)NC(=S)Nc1ccccc1O
  MITF primary: -8; FBW7 act: -0.4; TEAD-YAP block: -2; GPR151 activ: 0.5

Other results:
SMILES	MITF primary	FBW7 act	TEAD-YAP block	GPR151 activ
COc1ccc(CN2C[C@@H]3C[C@@H](c4ccc(F)cc4F)N4CCC[C@@]34C2=O)cc1	9	0.1	0	-1.2
COc1ccc(NC(=O)CCCOc2cc(=O)n(C)c3ccccc23)cc1Cl	28	0.2	6	-0.8
NS(=O)(=O)c1ccc(CNC(=O)c2cccnc2Cl)cc1	13	0.1	0	-0.7
CCN1CCN(c2ncn(-c3ccc(Nc4nccc(-c5cc(N6CCOCC6)cc(C(F)(F)F)c5)n4)cc3)n2)CC1	7	0.2	-6	-1.0
O=c1[nH]c(N2CCCC2)nc2c1CN(Cc1nnnn1Cc1ccco1)CC2	11	0.3	-5	0.5
O=C(Nc1ccc(Cl)cc1)c1cc(S(=O)(=O)N2CCN(c3ccccc3)CC2)ccc1F	11	-0.1	10	-0.1
CCC(C(=O)N1CCN(S(C)(=O)=O)CC1)c1ccccc1 (stereo not given)	8	-0.1	8	-0.8
O=S(=O)(Nc1cccc(-c2nc3cccnc3s2)c1)c1cc(F)ccc1F	10	0.1	-21	-0.6
Cn1c(N2CCN(S(=O)(=O)c3ccc(C(F)(F)F)cc3)CC2)nc2ccccc21	24	0.5	-1	0.3
O=C(COc1ccc2c3c(c(=O)oc2c1)CCC3)Nc1cccc2ncccc12	2	0.0	13	0.6
CC(=O)N(C)c1ccc(OCC(O)CN2CCN(c3ccccn3)CC2)cc1 (stereo not given)	65*	-0.2	-1	-0.9
CC1=NN(c2ccc(S(N)(=O)=O)cc2)C(=O)/C1=C\c1ccc(-c2ccc(C)cc2[N+](=O)[O-])o1	3	-0.1	-5	-0.2
Cc1[nH]c(=O)[nH]c(=O)c1Cc1ccccc1	1	1.1	-9	0.5
O=c1c(C=NCc2cccs2)c(C(F)(F)F)[nH]n1-c1nc2ccccc2s1	13	-0.3	-4	-9.6
OC(c1ccccn1)C1CCN(c2nc3nonc3nc2N2CCSCC2)CC1 (stereo not given)	-18	0.0	0	-0.3
CCn1c(C(=O)NC(C)c2ccc3c(c2)OCCO3)cc2sccc21 (stereo not given)	6	-0.2	-14	0.1
O=C(COc1ccc(S(=O)(=O)NC2CCCCC2)cc1)NCc1ccccc1	8	0.1	-1	-1.2
COc1ccccc1/C=C/C1=NC(=C\C=C/c2ccccc2)/C(=O)O1	11	0.0	9	-0.6
Cc1c(Cl)c(C(F)(F)F)nn1CC(=O)N1CCN(C(=O)c2ccccc2)CC1	-1	-0.1	9	-0.3
COC(=O)c1cccc(S(=O)(=O)Nc2ccc(C(=O)O)cc2)c1	-8	-0.2	0	1.6
O=C(NC1CCN(Cc2ccccc2)CC1)c1csc(Oc2ccccc2)n1	1	0.1	3	1.3
CN(C1CCCCC1)S(=O)(=O)c1ccc(CCN2C(=O)c3cccnc3C2=O)cc1	15	0.3	0	0.3
CC(C)C1Oc2cc3oc(=O)ccc3cc2/C1=N\NC(N)=S (stereo not given)	-1	-0.5	5	-0.5
NC(=O)CSc1nnc(CSc2ncccn2)n1CCc1ccccc1	18	0.2	-1	-1.0
COc1cccc(-c2cc(C(=O)N3CCOCC3)on2)c1	7	0.1	-51	-2.8
COc1ccc(C(=O)Nc2c(C(=O)Nc3cccc(OC)c3)oc3ccccc23)cc1	-2	-0.1	11	0.5
CCOc1ccccc1NC(=O)c1ccc(CNc2c(N3CCOCC3)c(=O)c2=O)cc1	3	-0.1	5	-0.5
CCN(CC)c1nc(C)nc2sc(C(=O)NCc3ccccn3)c(C)c12	-13	-0.2	-8	-0.3
CC1CCCN(c2ccc(N)cc2C(N)=O)C1 (stereo not given)	-7	-0.4	-1	-0.5
O=c1c(-c2ccc(Br)cc2)c2sc3ccccc3nc-2c2ccccc12	16	0.2	2	2.1
COC1CCC(C(=O)NCCc2nc(-c3ccc(Cl)cc3)n[nH]2)CC1 (stereo not given)	13	-0.1	-11	-0.9
CN(C)S(=O)(=O)c1ccc(C(=O)NCCn2ccc3ccccc32)cc1	6	0.1	-17	-0.2
Cc1cc(C)c2c(-n3cccc3)c(C(=O)Nc3nccs3)sc2n1	0	0.0	5	2.5
NC(=O)c1c(NC(=O)c2ccccc2I)sc2c1CCCC2	11	0.4	-3	-0.8
COC(=O)C1=C(C)NC(=O)NC1c1cc(Cl)cc(Cl)c1OC (stereo not given)	4	0.0	2	-1.6
CCCN(CCC)c1ccc(C2C(C(=O)OC)=C(C)NC3=C2C(=O)CC(C)(C)C3)cc1 (stereo not given)	6	0.3	2	-0.9
COc1ccc(OCCSc2nnc(-c3ccco3)n2C)cc1	8	0.6	-4	0.6
Cc1ccc(-n2ncc3c(=O)n(CC(=O)Nc4ccc(Br)cc4)cnc32)cc1	-3	-0.1	-1	0.1
O=C(CCNC(=O)/C(=C\c1ccc(Cl)cc1)NC(=O)c1ccco1)OCc1ccccc1	-13	0.0	7	0.5
CCCCCC(=O)Nc1ccc(N2CCN(S(C)(=O)=O)CC2)cc1	15	0.0	-4	-1.5

Profiles from above. Screens in order: MITF primary, FBW7 act, TEAD-YAP block, GPR151 activ
CN(C1CCCCC1)S(=O)(=O)c1ccc(CCN2C(=O)c3cccnc3C2=O)cc1 is listed as 15, 0.3, 0, 0.3
O=c1c(-c2ccc(Br)cc2)c2sc3ccccc3nc-2c2ccccc12 is listed as 16, 0.2, 2, 2.1
CCOc1ccccc1NC(=O)c1ccc(CNc2c(N3CCOCC3)c(=O)c2=O)cc1 is listed as 3, -0.1, 5, -0.5
CC1CCCN(c2ccc(N)cc2C(N)=O)C1 (stereo not given) is listed as -7, -0.4, -1, -0.5
COC(=O)C1=C(C)NC(=O)NC1c1cc(Cl)cc(Cl)c1OC (stereo not given) is listed as 4, 0.0, 2, -1.6

The results go on:
SMILES	MITF primary	FBW7 act	TEAD-YAP block	GPR151 activ
CCCCOc1ccc(C(=O)Nc2nc3ccc(OC)cc3s2)cc1	-3	0.1	-14	0.5
CC1CCCN(S(=O)(=O)c2cccc3cccnc23)C1 (stereo not given)	-12	-0.1	-3	-1.5
O=C(Nc1c2c(nn1-c1cccc(Cl)c1)CS(=O)(=O)C2)c1cccc(C(F)(F)F)c1	8	0.0	-4	0.2
CCC(C)NC(=O)c1ccc(CNS(=O)(=O)c2ccc3c(c2)C(C)(C)C(=O)N3C)cc1 (stereo not given)	5	0.1	1	-2.5
CN1CCN(c2nccn3c(-c4ccc(F)cc4)cnc23)CC1	2	-0.1	1	-0.4
O=C(Nc1ccc(CN2CCOCC2)cc1)c1cccnc1Cl	2	-0.1	2	-0.7
CCOc1ccc(N2C(=O)C3CC(C)=C(C)CC3C2=O)c([N+](=O)[O-])c1 (stereo not given)	6	0.5	4	0.2
CC1CCC(NCc2c(C(=O)O)n(Cc3ccc(F)cc3)c3ccccc23)CC1 (stereo not given)	9	0.0	7	0.6
CC(=O)c1ccc(Cn2nnc3c(=O)[nH]c(C(=O)Nc4ccc(F)cc4)nc32)cc1	9	-0.1	-6	-0.4
CCCCCNC(=O)c1ccc(Cn2c(SCC(=O)NC3CCCCC3)nc3ccccc3c2=O)cc1	10	-0.1	-6	0.4
CC(CCN1CCN(c2ccccn2)CC1)c1ccccc1 (stereo not given)	40	0.0	-1	0.9
NC1=NC(=O)C(CC(=O)Nc2cccc(Br)c2)S1 (stereo not given)	-7	0.0	0	0.8
Cc1ccc(C2C3=C(CC(c4ccc(Cl)c(Cl)c4)CC3=O)Nc3ccccc3N2C(=O)/C=C/c2ccccc2)cc1 (stereo not given)	-1	0.0	5	-0.4
CCN(CC)CCCNCc1ccc(OC)c(OC)c1	38	-0.2	-2	1.8
Cc1ccc2oc(=O)c3cnn(CC(=O)N4CCN(c5cccc(Cl)c5)CC4)c3c2c1	6	0.0	1	0.9
CCOC(=O)c1cnc2ccc(OCC)cc2c1N1CCCCCC1	9	0.2	-13	0.3
Cc1nc2c(C(=O)NCCN3CCOCC3)cnn2c(C)c1Cc1ccc(F)cc1	5	0.0	-6	-0.2

2 compounds drawn at random from those above, as already listed:
SMILES	MITF primary	FBW7 act	TEAD-YAP block	GPR151 activ
Cc1ccc2oc(=O)c3cnn(CC(=O)N4CCN(c5cccc(Cl)c5)CC4)c3c2c1	6	0.0	1	0.9
CCOC(=O)c1cnc2ccc(OCC)cc2c1N1CCCCCC1	9	0.2	-13	0.3

Source: PubChem BioAssay
